From PubChem
MsrA act – activates bovine MsrA enzyme; purified bovine MsrA, absorbance read-out; activation, % at 10.6 µM; 360,000 tested, 0.3% active; in the data active means activation above about 7.5%;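 further: 0% = vehicle and 100% = reference activator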
eLon inh – E. coli protease La inhibition; purified E. coli Lon protease, fluorescence polarization; inhibition, % at 7.94 µM; 360,000 tested, 0.42% active; in the data active means inhibition above about 13%, passing the limit was not always enough;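 further: 0% = enzyme with probe and DMSO and 100% = no enzyme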
Target sequence (P0A9M0 whole entry, looked up): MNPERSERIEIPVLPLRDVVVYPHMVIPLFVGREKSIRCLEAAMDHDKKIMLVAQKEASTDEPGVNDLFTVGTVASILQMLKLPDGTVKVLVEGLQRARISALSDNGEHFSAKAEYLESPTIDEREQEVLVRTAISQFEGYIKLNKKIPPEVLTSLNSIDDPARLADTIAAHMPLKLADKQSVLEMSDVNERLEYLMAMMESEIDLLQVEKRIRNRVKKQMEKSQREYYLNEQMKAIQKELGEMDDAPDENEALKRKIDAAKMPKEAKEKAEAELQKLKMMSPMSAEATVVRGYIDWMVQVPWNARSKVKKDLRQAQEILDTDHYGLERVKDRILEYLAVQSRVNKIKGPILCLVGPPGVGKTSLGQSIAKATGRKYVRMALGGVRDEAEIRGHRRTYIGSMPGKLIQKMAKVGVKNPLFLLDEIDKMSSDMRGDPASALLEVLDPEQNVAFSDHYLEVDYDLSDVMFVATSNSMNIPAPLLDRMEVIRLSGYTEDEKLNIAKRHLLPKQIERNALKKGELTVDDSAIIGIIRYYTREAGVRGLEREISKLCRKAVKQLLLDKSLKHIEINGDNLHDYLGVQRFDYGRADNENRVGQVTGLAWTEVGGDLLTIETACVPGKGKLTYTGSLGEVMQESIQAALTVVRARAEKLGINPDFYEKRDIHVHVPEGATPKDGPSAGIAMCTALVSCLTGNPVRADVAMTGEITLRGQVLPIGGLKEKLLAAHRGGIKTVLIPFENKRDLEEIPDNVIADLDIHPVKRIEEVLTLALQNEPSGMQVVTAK
CendR NRP1 mod – alters CendR peptide binding to human NRP-1; O14786; FAM-RPARPAR peptide binding to NRP-1, fluorescence polarization; inhibition, % at 25 µM; 360,000 tested, 0.85% active;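 active means inhibition or corrected inhibition above about 18%, plus a signal ratio from 0.5 to 1.5, limit read from the data, passing the limit was not always enough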; further: strong numbers were not always called active
LMPTP inh – blocks human LMPTP phosphatase. P24666. recombinant LMPTP-A, OMFP fluorogenic substrate, fluorescence intensity. inhibition, % at 20 µM. 360,000 tested, 0.22% active. AID 651560;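 active means compounds that cut the enzyme signal by at least half of the control window in the single-dose screen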;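 further: plate controls were DMSO wells with enzyme plus substrate for no effect and substrate without enzyme for full effect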
Target sequence (P24666 whole entry, looked up): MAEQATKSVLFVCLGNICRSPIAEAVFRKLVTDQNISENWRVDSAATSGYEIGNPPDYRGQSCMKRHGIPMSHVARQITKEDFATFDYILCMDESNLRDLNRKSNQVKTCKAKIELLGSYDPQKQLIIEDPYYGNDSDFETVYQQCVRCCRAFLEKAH
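material = LMPTP-A | quantity = 0.625 nM enzyme | reagent = OMFP substrate, 400 µM final | buffer or medium = Bis-Tris pH 6.0, DTT, detergent | detection = endpoint fluorescence intensity from OMFP dephosphorylation | dosing = single 20 µM dose | read-out basis = % inhibition relative to no-enzyme and uninhibited control wells | control set = no-enzyme and uninhibited controls | timing = 50 min at room temperature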
STEP inh – blocks human striatal-enriched tyrosine phosphatase. inhibition, % at 20 µM. P54829. 360,000 tested, 0.25% active. AID 588621. recombinant STEP, OMFP fluorogenic substrate, fluorescence;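 active means inhibition at 20 µM, scaled per plate between control wells, above about 37%, limit read from the data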;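 further: 0% = DMSO with enzyme and substrate and 100% = substrate only without enzyme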
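Measure: Control-normalized % inhibition with plate pattern correction | Test system: STEP phosphatase, cell-free reaction | Medium: pH 6.0 Bis-Tris with DTT and Tween 20 | Technique: Fluorescence, 480/540 nm | Times: Reaction 20 min, ambient temperature | Doses: Single compound dose of 20 µM, 1% DMSO final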
SUMO1-SIM PPI – SUMO1-SIM interaction modulation; P63165; SUMO1 binding to a labelled peptide, TR-FRET, 1 h; inhibition, % at 20 µM; 360,000 tested, 0.33% active; in the data active means inhibition above about 37%
Target sequence (P63165 whole entry, looked up): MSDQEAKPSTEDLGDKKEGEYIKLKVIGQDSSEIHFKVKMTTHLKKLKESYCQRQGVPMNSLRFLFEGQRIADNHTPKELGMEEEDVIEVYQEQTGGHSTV
DNMT1 inh – DNMT1 (human) enzyme inhibition. DNMT1 molecular beacon, Hinp1I cleavage, fluorescence. inhibition (reported as % activation of signal), % at 10 µM. 360,000 tested, 0.83% active. AID 588458; in the data active means inhibition above about 50%
MsrA inhibitor – inhibitors of bovine MsrA; inhibition, % at 15.5 µM; 360,000 tested, 0.75% active; AID 651718; purified bovine MsrA, absorbance read-out; in the data active means inhibition above about 4.5%;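 further: 0% = vehicle wells with enzyme and 100% = reference inhibitor wells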
TbMetRS inhib – blocks T. brucei methionyl-tRNA synthetase activity. purified T. brucei MetRS, ATP depletion, Kinase-Glo luminescence. 360,000 tested, 0.4% active. inhibition, % at 11.9 µM. AID 624268;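 active means inhibition above a per-plate cutoff of the control wells' mean inhibition plus 3 SD, cut at about 5.5% in these data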;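 further: 0% = DMSO wells median and 100% = median of wells with control inhibitor compound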
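Material: T. brucei methionyl-tRNA synthetase, purified; reagent: substrates ATP, L-methionine and bulk Escherichia coli tRNA; dosing: 11.9 µM single point; timing: 15 min plus 2 h at 25 °C; detection: luminescence of leftover ATP; evaluation: % inhibition; control set: DMSO-only wells as low control; replicates: singlicate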
Scp1 inh – blocks human Scp-1 phosphatase activity | inhibition, % at 20 µM | 340,000 tested, 0.88% active | Recombinant Scp1, phosphopeptide, malachite green phosphate absorbance | AID 493091;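 active means inhibition above about 50% at 20 µM, limit read from the data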;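 further: plate controls were DMSO wells with enzyme for no effect and wells lacking enzyme for full effect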
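Test system – truncated SCP-1 phosphatase (76-261aa) · Reagent – Phosphorylated 17-residue peptide substrate · Incubation – 45 min room-temperature reaction, 5 min colour, 30 min stabiliser · Detection – colorimetric phosphate reagent with accelerator and stabiliser, absorbance at 630 nm · Measure – % inhibition at 20 µM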
* = called active by the depositor; x = not tested or not shown.

SMILES	MsrA act	eLon inh	CendR NRP1 mod	LMPTP inh	STEP inh	SUMO1-SIM PPI	DNMT1 inh	MsrA inhibitor	TbMetRS inhib	Scp1 inh
COc1cccc(COC(=O)Nc2ccccc2F)c1	-2	-6	12	0.3	2	-4	2	-0.1	-0.2	-12
CCOC(=O)NC1=NCC(C)(C)S1	-2	-3	4	-2.1	-1	-2	4	-0.2	-0.3	2
O=c1ccc(Cl)nn1-c1ccccc1	-2	2	-11	-2.0	0	-12	4	-0.1	-0.4	-11
COc1cccc(CNS(=O)(=O)c2c(C(=O)N3CCCCC3)c(C)n(C)c2C)c1	-1	-3	-5	-0.8	3	2	2	-0.2	0.0	-6
CCOCCOC(=O)C1=C(C)NC(=O)NC1c1cc2c(cc1Br)OCO2 (centres undefined)	-2	0	6	-0.9	2	-3	1	0.6	-0.7	-10
Cc1ccc(CCC2C3=C(CCCC3=O)OC3=C2C(=O)CCC3)cc1	-1	-6	-6	-0.7	2	0	1	-0.1	0.2	-6
O=C(Nc1ccccc1Oc1ccsc1C(=O)O)c1ccccc1	-2	2	-3	-1.2	1	3	-1	0.1	1.3	-14
CCn1c(COc2cccc3ccccc23)nnc1SCC(N)=O	-2	1	0	-0.5	-3	-3	4	0.8	-0.7	-3
CC(=O)Nc1cc2nn(-c3ccccc3)nc2cc1C	-2	7	14	1.0	3	-16	-6	2.3	-0.6	-4
CC(=O)NC(Cc1c[nH]c2ccccc12)C(=O)OCC(=O)Nc1cc(C)on1 (centres undefined)	-2	2	-2	-2.7	0	-4	-5	-0.9	0.6	-6
O=c1c(C=NCCCO)c(-c2ccccc2)[nH]n1-c1nc2ccccc2s1	-1	2	3	1.4	1	-4	-3	0.6	-0.5	-21
COC(=O)c1c(C)nc(C)c(C(=O)OC)c1-c1cccs1	-1	-1	7	-2.0	-1	-1	0	-0.5	0.4	-1
CCc1ccc(OCCCC(=O)Nc2ccc(N3CCOCC3)cc2)cc1	-2	-2	6	0.2	-2	2	-1	-0.3	-0.8	-7
CCn1c2ccccc2c2cc(NC(=O)CNC)ccc21	-9	-4	-7	-0.4	2	1	-16	0.2	-1.6	-8
Clc1ccc(Cl)c(-c2ccc(/C=N/c3ncn[nH]3)o2)c1	-3	-3	-7	-0.1	-2	-14	10	3.5	-0.8	-11
CC(C)CN(C(=O)COC(=O)Cn1cnc2ccccc2c1=O)C1CCS(=O)(=O)C1 (centres undefined)	-8	-11	-4	-1.1	-1	0	5	-0.5	-1.0	-1
Cc1ccc(C(=O)C(C)OC(=O)Cn2[nH]c(=O)c3ccccc3c2=O)cc1 (centres undefined)	-4	-12	16	0.3	1	4	3	-0.5	-0.3	-13
Cc1ccc(NC(=O)C2CCN(c3nc(C)cc(C)n3)CC2)cc1	-7	4	-1	-2.0	0	0	0	-1.4	-0.3	4
CCC(=O)N1CCN(c2ccccc2NC(=O)COc2ccc(C(C)C)cc2)CC1	-1	-2	1	1.7	1	7	-2	-0.2	-0.2	-8
COc1ccccc1CNC(=O)[C@H](C)NC(=O)C1CCN(C(=O)[C@H](CCSC)NC(=O)OC(C)(C)C)CC1	-2	3	0	-1.4	-1	4	4	-0.6	0.4	4
COc1ccc(OC)c(CCNC(=O)Cn2cccc2C(=O)c2ccccc2)c1	-8	3	5	-1.3	-1	-4	1	0.7	-0.5	4
Oc1ccccc1N=Cc1c(O)ccc2oc3c(c12)CCCC3	-2	-16	-118	2.7	-2	-15	-3	0.4	-0.8	-11
O=C(NC1CCN(C(=O)C2CCCCC2)CC1)c1ccccc1	-4	1	-4	-0.5	0	3	1	1.3	-0.5	-1
CC1=C(C(N)=O)C(c2ccco2)C(C(N)=O)=C(C)N1	-3	1	2	-0.3	-3	-2	0	0.7	-0.5	-7
Cc1ccccc1-n1ncc2c1CC(C)(C)CC2NC(=O)c1cn[nH]c1C (centres undefined)	-3	8	2	-1.7	-2	6	4	0.5	-0.9	-5
Cc1cc(C)c2c(n1)sc1c(=O)n(-c3ccccc3)c(=O)[nH]c12	-2	-23	-2	1.0	0	11	-2	0.3	-0.6	-5
CC(=O)N1CCCc2cc(S(=O)(=O)N3CCCC(C(=O)NCc4ccccc4)C3)ccc21 (centres undefined)	-1	-2	3	-0.3	-1	-1	2	-0.3	0.2	1
O=C(N/N=C\C=C\c1ccc([N+](=O)[O-])o1)c1cccs1	5	-9	-16	5.9	12	9	81*	3.0	-0.1	57*
COc1cccc(C(C)(O)c2nc(-c3ccc(Cl)cc3)cs2)c1 (centres undefined)	-1	0	1	1.7	2	2	-8	1.4	-0.3	x
N#Cc1nc(COc2ccc(Cl)cc2)oc1NCc1ccc2c(c1)OCO2	-2	3	6	5.3	-3	-1	-8	0.7	5.7*	-10
COC(=O)C1=C(C(=O)OC)[C@@H]2N(C)c3ccccc3[C@@]23C[C@@H](C(=O)OC)N(C(=O)CC(C)C)C3=N1	-1	7	0	0.3	0	2	1	1.0	0.2	-11
Cc1cc(=O)oc(C)c1C(=O)NC1CCCCCCC1	-2	5	-6	0.2	0	2	1	-0.3	-0.6	-2
Cc1ccc2oc(=O)c3cnn(CC(=O)N4CCN(c5ccccc5)CC4)c3c2c1	6	-4	5	0.8	2	1	-1	1.1	-0.3	-1
CC(=O)c1sc(NC(=O)c2cccnc2Cl)nc1C	-5	7	7	-1.0	-4	7	0	5.0*	-1.0	8
CCOC(=O)c1ccc(NC(=O)CCS(=O)(=O)c2cccc3nonc23)cc1	-2	-3	3	0.2	0	-35	0	-0.9	-0.4	-6
COc1ccc(OC)c(NC(=O)Nc2nnc(N3CCCCC3C)s2)c1 (centres undefined)	-8	-3	5	1.4	1	1	-4	-0.1	-0.8	-5
COc1cc2c3c(cccc3c1)C(=O)N(CCN1CCCC1)C2=O	-4	-9	0	21	-2	-30	73*	1.4	-0.1	x
Cc1cc(=O)n2nc(N3CCCC(C(=O)NCc4ccccc4)C3)sc2n1 (centres undefined)	0	1	11	-0.8	-2	3	-1	1.1	0.0	-14
CCCC(=O)c1cc(F)c(N2CCOCC2)cc1C	-1	-9	14	-1.9	0	4	3	1.1	-0.3	-5
Cc1ccc(CNc2nc(N)c([N+](=O)[O-])c(Nc3ccc(F)cc3)n2)cc1	-11	-1	-8	-0.4	2	2	5	-0.7	-1.1	11
CCN1CCC(C(N)=O)CC1	-3	4	2	-1.7	-4	-3	5	-1.3	-0.5	-2
COc1ccc(CCNC(=O)COC(=O)/C=C/c2ccc(OC)c(OC)c2)cc1	-7	-3	1	-1.0	-2	-16	1	2.7	0.4	-6
O=C(CNC(=O)N1CC(=O)Nc2ccccc21)NCc1ccc(Cl)cc1	-2	9	2	-1.6	2	3	4	1.2	-0.5	-3
Cc1c(C(=O)NCc2cccnc2)oc2ccccc12	4	-6	-10	-1.7	-1	-2	0	-0.2	-0.3	-7
[O-][n+]1ccc(CC(O)(C(F)(F)F)C(F)(F)F)cc1	-9	1	-7	-0.7	-1	0	4	1.1	0.0	x
Cn1c(=O)c2c(nc(CN3CCC(Cc4ccccc4)CC3)n2CCN2CCOCC2)n(C)c1=O	-2	-3	-14	-0.5	1	-3	-8	0.3	0.0	-8
COc1ccc(CNC(=O)c2ccccc2SCC(=O)N2CCCC2)cc1OC	-5	-3	-2	-4.2	-2	-4	0	-0.6	-0.4	1
COc1cccc(C2N(c3cccc(Cl)c3)C(=O)C3CCCN32)c1 (centres undefined)	-2	-6	-7	-0.2	1	5	-1	-0.1	0.4	49
CCN(CC)S(=O)(=O)c1cccc(N2CC(O)=C(c3ccccc3)C2=N)c1	-9	5	1	3.0	-1	3	5	-0.1	-0.5	-7
CC1CCC(NCc2ccco2)CC1 (centres undefined)	-11	-7	10	-1.8	-3	-4	4	0.4	-0.8	0
CC(=O)OCC(C)n1[nH]c2ccccc2c1=O (centres undefined)	-14	-5	-6	1.0	-2	-1	6	1.2	-0.8	x
CC(=O)N1CCN(c2ccc(NCc3cccs3)cc2)CC1	0	4	-4	3.0	4	-11	-17	0.1	0.1	-12
O=C(O)CCCCCNS(=O)(=O)c1ccc(Cl)cc1	0	0	-1	-0.6	0	0	-1	-0.2	-0.2	-5
COc1ccc(NC(=O)c2nc(C)c(C3(C)CC(c4cccnc4)=NO3)s2)cc1 (centres undefined)	-2	-12	17	3.6	-1	0	-7	2.2	0.1	0
COc1ccc(S(=O)(=O)NCc2cccnc2)cc1NC(=O)c1ccccc1C	-2	2	-92	46	6	21	53*	1.2	-0.2	50
Cc1noc(C)c1COc1cccc(C(=O)OCCOc2ccc(F)cc2)c1	-8	2	1	-0.1	3	-3	-2	-0.3	-0.5	-12
CC(C)c1ccc(OCC(=O)N(Cc2ccccc2)c2ccccn2)cc1	-13	-9	-2	0.8	-4	-3	4	-0.1	-1.1	3
CCn1c(C)nc2c(=O)oc3ccccc3c21	-1	-1	-12	0.0	-2	-5	-3	0.6	-0.6	-3
CCN(CC)CCNC(=O)Cn1nc(-c2ccccc2)c2ccccc2c1=O	-1	0	-2	0.8	-2	1	-1	1.1	0.0	-5
O=C(O)c1cccc(Nc2nc(-c3ccccc3)nc3ccccc23)c1	-1	-10	-8	14	-1	21	3	2.9	0.1	-16
Fc1cccc(Cl)c1CNCc1cccnc1	-1	3	-9	-2.3	1	0	1	0.1	-0.4	-5
CCc1nnc(NC(=O)c2cnccn2)s1	-1	-8	-3	0.6	2	-5	2	2.0	0.2	-2

Reformatted field by field: 3 of the compounds above.
O=C(O)c1cccc(Nc2nc(-c3ccccc3)nc3ccccc23)c1
  MsrA act: -1
  eLon inh: -10
  CendR NRP1 mod: -8
  LMPTP inh: 14
  STEP inh: -1
  SUMO1-SIM PPI: 21
  DNMT1 inh: 3
  MsrA inhibitor: 2.9
  TbMetRS inhib: 0.1
  Scp1 inh: -16

Fc1cccc(Cl)c1CNCc1cccnc1
  MsrA act: -1
  eLon inh: 3
  CendR NRP1 mod: -9
  LMPTP inh: -2.3
  STEP inh: 1
  SUMO1-SIM PPI: 0
  DNMT1 inh: 1
  MsrA inhibitor: 0.1
  TbMetRS inhib: -0.4
  Scp1 inh: -5

CCc1nnc(NC(=O)c2cnccn2)s1
  MsrA act: -1
  eLon inh: -8
  CendR NRP1 mod: -3
  LMPTP inh: 0.6
  STEP inh: 2
  SUMO1-SIM PPI: -5
  DNMT1 inh: 2
  MsrA inhibitor: 2.0
  TbMetRS inhib: 0.2
  Scp1 inh: -2
